GAA inh = alpha-glucosidase (human) inhibition | hit rate 0.005% among 200,000 | Potency, µM (series often up to 76.9 µM), inactives show top-dose activity change, negative = inhibition, hits mostly inhibitors | P10253 | purified human GAA, 4-MU-alpha-glucoside fluorescence;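 also: plate controls were uninhibited enzyme wells for no effect and no-enzyme background for full effect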
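Human alpha-glucosidase, 4 nM, pre-mixed with test compounds before 400 uM 4-methylumbelliferyl substrate; 20 min room temperature at pH 5.0. Fluorescence read after pH 10 stop; AC50 values from Hill-equation fits.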
GLA spleen mod = alpha-galactosidase A (human) modulation; P06280; human spleen homogenate, 4MU-alpha-Gal fluorescence, 40 min; Potency, µM (titrated, usually from 80 µM), for inactives: at the top dose activity change, negative = inhibition, hits mostly inhibitors; hit rate 0.008% among 240,000;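 also: 0% = enzyme with vehicle and -100% = no enzyme basal signal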
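Inhibition or activation of alpha-galactosidase in human spleen homogenate is scored by 4-MU fluorescence after 40 min at 37C, pH 5.0, with 1 mM substrate. AC50s come from concentration-response fitted to the Hill equation.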
Epigenetic reg = epigenetic control regulation, reporter derepression; murine LDR cells, GFP reporter derepression, 30 h; Potency, µM (top dose mostly 53.9 µM), for inactives: at the top dose GFP activation, hits mostly activators; hit rate 0.2% among 280,000; also: % of control where 0% means no effect; nearly all actives have a fitted effect of over 60% in size
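Murine LDR cells carrying a silenced, genomically integrated CMV-driven GFP reporter were exposed to compound for 30 hours at 37 C. After PBS washes, GFP-positive cells (20–120 um objects) were counted by laser-scanning microplate cytometry.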
GAA spleen mod = inhibits or activates alpha-glucosidase in human spleen homogenate; P10253; human spleen homogenate, 4-MU-alpha-glucoside fluorescence; Potency, µM (titrated, usually from 79.9 µM), inactives show at the top dose activity change, negative = inhibition, hits mostly inhibitors; hit rate 0.006% among 240,000;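 also: 0% = enzyme with vehicle and -100% = no enzyme basal signal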
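Compounds were titrated against alpha-glucosidase in spleen homogenate at pH 5.0, with 1 mM 4-methylumbelliferyl substrate for 40 min at 37 C. Reactions were quenched with pH 10 NaOH/glycine and fluorescence measured.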
Tau fluor counter = counter-screen for tau fibril formation inhibitors; tau K18 P301L (four-repeat tau fragment) Alexa594 fluorescence, heparin fibrillization; AID 1463; Potency, µM (series often up to 57.7 µM), for inactives: at the highest dose activity change, negative = decrease; hit rate 0.93% among 280,000; also: % is scaled to controls: 0 for no effect and ±100 for the full control effect; nearly all actives have a fitted effect of over 55% in size
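Human K18 P301L tau (15 uM unlabeled plus 0.24 uM Alexa 594-labeled, final) in 100 mM sodium acetate pH 7 was mixed with compound and 20 uM heparin and incubated 6 hr at 37 C.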
GAA glycogen = GAA glycogen-cleavage inhibition or activation. P10253. recombinant GAA, glycogen substrate, Amplex Red glucose oxidase fluorescence. Potency, µM (doses to about 76.4 µM), for inactives: at the top dose activity change, negative = inhibition, actives largely listed as inhibitors. hit rate 0.38% among 300,000. AID 2100;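 also: 0% = full enzyme reaction and -100% = no-enzyme basal signal; the screen sought inhibitors and activators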
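Recombinant human enzyme (4 nM); glycogen substrate; 37 C, 40 min, pH 5.0. Readout: coupled glucose oxidase/Amplex Red fluorescence.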
NPSR antagonist = blocks cAMP signaling of the human neuropeptide S receptor. Q6W5P4. CHO-NPSR cells, cAMP TR-FRET, antagonist mode. Potency, µM (highest dose often 38.3 µM), without a hit: at the highest dose activity change, negative = inhibition, hits mostly inhibitors. hit rate 1% among 220,000; also: % is scaled to controls: 0 for no effect and ±100 for the full control effect; nearly all actives have a fitted effect of over 50% in size; many of its hits are not listed in these tables
Target sequence (Q6W5P4 whole entry, looked up): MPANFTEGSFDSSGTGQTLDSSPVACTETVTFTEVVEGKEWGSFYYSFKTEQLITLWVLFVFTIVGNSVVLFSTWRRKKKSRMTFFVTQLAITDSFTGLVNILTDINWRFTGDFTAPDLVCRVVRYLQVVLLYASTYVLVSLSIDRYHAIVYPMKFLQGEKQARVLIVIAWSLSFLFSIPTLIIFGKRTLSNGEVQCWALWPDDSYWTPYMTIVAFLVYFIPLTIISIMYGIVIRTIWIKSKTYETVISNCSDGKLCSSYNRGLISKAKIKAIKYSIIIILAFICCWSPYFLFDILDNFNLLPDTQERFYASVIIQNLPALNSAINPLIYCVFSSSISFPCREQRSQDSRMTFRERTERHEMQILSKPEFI
ALDH1A1 block = ALDH1A1 (human) enzyme inhibition; Purified ALDH1A1, NADH fluorescence, propionaldehyde substrate; hit rate 7.3% among 220,000; AID 1030; Potency, µM (titrated, usually from 75.3 µM), without a hit: at the top dose activity, negative = inhibition, most hits filed as inhibitors; active = well fitted inhibition curve with a large enough effect, not every such curve was filed as active; inconclusive = small, poorly fitted or top-dose-only effect, or another doubt; inactive = no such curve, though single readings can be large or run the other way;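 also: plate controls were no enzyme wells and a reference inhibitor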
Target sequence (P00352 whole entry, looked up): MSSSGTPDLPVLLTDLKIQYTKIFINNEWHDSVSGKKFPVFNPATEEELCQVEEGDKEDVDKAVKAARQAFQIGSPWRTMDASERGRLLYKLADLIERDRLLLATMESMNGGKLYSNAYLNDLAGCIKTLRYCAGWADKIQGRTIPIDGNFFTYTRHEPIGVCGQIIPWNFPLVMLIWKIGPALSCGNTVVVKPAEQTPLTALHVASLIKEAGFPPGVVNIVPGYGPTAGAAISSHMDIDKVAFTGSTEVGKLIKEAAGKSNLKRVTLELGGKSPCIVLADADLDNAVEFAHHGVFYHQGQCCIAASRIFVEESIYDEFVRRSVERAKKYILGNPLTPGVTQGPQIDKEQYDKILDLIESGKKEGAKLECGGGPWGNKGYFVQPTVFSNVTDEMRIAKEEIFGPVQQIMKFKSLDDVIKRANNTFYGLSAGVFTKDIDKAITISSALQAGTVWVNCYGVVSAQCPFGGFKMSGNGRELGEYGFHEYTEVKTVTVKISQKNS
* hit, by the source's call; ? = inconclusive; nt = no result given; & = joins results of further samples; [ ] = dose if it differs, or a comment. Unless noted, calls follow the shape of the dose curve; as a rule, active = well fitted curve in the direction sought with a large enough effect; inconclusive = small, poorly fitted or top-dose-only effect, or another doubt; inactive = no such curve, though single readings can be large; an effect the other way counts as inactive or inconclusive. Potency is read from the fitted curve at half-maximal effect. These rows are one share of the data, so the mix of outcomes need not match the whole.

Below each compound: GAA inh	GLA spleen mod	Epigenetic reg	GAA spleen mod	Tau fluor counter	GAA glycogen	NPSR antagonist	ALDH1A1 block
#1 Nn1c(=S)[nH]nc(Cc2ccc(O)cc2)c1=O
 : 1%	-8%	-1.0%	-2%	1%	-6%	14%	?
#2 CCN1CCN(C(c2ccccc2)c2sc3nc(C)nn3c2O)CC1 (stereo unspecified)
 : nt	3%	0.0%	4%	13%	6%	26%	nt
#3 O=C(NC1CCCCC1)c1cc(Cl)ccc1[N+](=O)[O-]
 : 6%	0%	1.0%	-1%	-4%	-7%	10%	0%
#4 CCOC(=O)c1c(-c2ccc(C)cc2)csc1NC(=O)C1CCCO1 (stereo unspecified)
 : -4%	2%	0.9%	2%	-13%	-7%	-18%	?
#5 O=C1c2ccccc2C(=O)N1Cc1nc2ccccc2o1
 : 2%	1%	-1.2%	1%	-14%	-1%	-19%[7.67 µM]	4%
#6 CC(S)C(=O)NCC(=O)O (stereo unspecified)
 : nt	6%	1.4%	4%	-16%	nt	nt	18µM*
#7 O=C(CSCc1ccccc1)NC1CCSC1=O (stereo unspecified)
 : -4%	-12%	4.3%	-9%	-5%	-2%	-11%[46.1 µM]	-8%
#8 Cc1ccc(CSc2nc3ccncc3[nH]2)cc1
 : -9%	3%	-4.6%	-12%	-7%	-18%	-1%[46.1 µM]	-3%
#9 COc1ccc(S(N)(=O)=O)cc1C(=O)NCC1(N2CCCCC2)CCCCC1
 : 0%	-7%	11%	-4%	4%	18%	-5%[46.1 µM]	-7%
#10 CC(SC(=S)N1CCCC1)C(=O)O (stereo unspecified)
 : -3%	2%	0.4%	0%	14%	0%	7%	2%
#11 COc1ccccc1N1CCN(C(c2ccc(C)cc2)c2nnnn2C(C)C)CC1 (stereo unspecified)
 : -4%	-2%	0.0%	-3%	-9%	-11%	-20%[46.1 µM]	6%
#12 COc1ccccc1OCC(=O)Nc1ccc2c(c1)n(C)c(=O)n2C
 : -2%	3%	-1.1%	1%	-8%	0%	23%	9%
#13 C/C(=N\NC(=O)CN(c1ccc(Oc2ccccc2)cc1)S(C)(=O)=O)C(C)(C)C
 : -7%	-6%	-2.7%	-5%	-14%	?	-8%	-4%
#14 N#CC1=C(N)OC2=C(C(=O)CCC2)C1C1C=CCCC1 (stereo unspecified)
 : 1%	6%	-0.9%	-3%	-9%	1%	19%[46.1 µM]	?
#15 CC(C)CCN1CC(O)=C(c2nc3ccccc3[nH]2)C1=N
 : -3%	-1%	-1.0%	-11%	-15%	-2%	-13%[46.1 µM]	1%
#16 CS(=O)(=O)N(CC(=O)NC1CCCCC1)c1cccc(Cl)c1
 : -10%	?	0.0%	2%	-1%	-11%	-1%[46.1 µM]	-1%
#17 Cc1ccc(NC(=O)c2ccc3nc[nH]c3c2)cc1C
 : 1%	-10%	-0.3%	-8%	-12%	0%	-7%[46.1 µM]	2%
#18 Cc1c(C(=O)N/N=C/c2ccc(O)cc2)sc(=S)n1C
 : -9%	-13%	-1.0%	-16%	-10%	5%	-1%	-8%
#19 O=C(CN1CCN(Cc2ccccc2)CC1)N/N=C/C=C/c1ccccc1[N+](=O)[O-]
 : 2%	-25%	1.0%	-9%	4%	16%	-5%	?
#20 CCOC(=O)CC1COc2ccccc2N1C(=O)c1ccc(C)cc1 (stereo unspecified)
 : 7%	-3%	-0.9%	-3%	-11%	2%	-17%[46.1 µM]	3%

Shown tab-delimited: two of the compounds above.
cpd	Compound	GAA inh	GLA spleen mod	Epigenetic reg	GAA spleen mod	Tau fluor counter	GAA glycogen	NPSR antagonist	ALDH1A1 block
10	CC(SC(=S)N1CCCC1)C(=O)O (stereo unspecified)	-3%	2%	0.4%	0%	14%	0%	7%	2%
8	Cc1ccc(CSc2nc3ccncc3[nH]2)cc1	-9%	3%	-4.6%	-12%	-7%	-18%	-1%[46.1 µM]	-3%

(more compounds)
Below each compound: GAA inh	GLA spleen mod	Epigenetic reg	GAA spleen mod	Tau fluor counter	GAA glycogen	NPSR antagonist	ALDH1A1 block
#21 CCOc1ccc(CN2CCN(Cc3cnc(N4CCOCC4)s3)CC2CCO)cc1 (stereo unspecified)
 : -3%	-8%	0.0%	-6%	-5%	12%	-4%	1%
#22 c1ccc(CSc2nnc(Cc3ccccc3)o2)cc1
 : ?	8%	2.2%	-1%	-9%	-23%	1%	?
#23 O=C(N/N=C/c1ccccn1)c1c[nH]c2ccccc12
 : -1%	5%	2.2%	-29%	-6%	-10%	19%	-2%
#24 CCc1nc(SCc2ccc([N+](=O)[O-])cc2)n[nH]1
 : 0%	3%	-2.2%	6%	-4%	-4%	5%	-4%
#25 Brc1ccc(Oc2ncc(CN3CCN(c4ccccc4)CC3)s2)cc1
 : -11%	1%	0.8%	5%	-16%	-3%	-21%[46.1 µM]	?
#26 COc1ccccc1/C=N/NC(=O)CC(=O)NC1CCCCC1
 : 6%	4%	-0.3%	-25%	-8%	3%	4%	7%
#27 Cc1nn(C)cc1/C=N\NC(=O)c1ccc(Cn2cc(Cl)cn2)cc1
 : -4%	1%	0.2%	-12%	-2%	1%	9%	-5%
#28 COC(=O)C1=C(C)N(Cc2ccco2)C(=O)N[C@H]1c1ccccc1
 : -1%[15.4 µM]	3%&0%	-0.1%&0.1%	-8%&3%	-16%&-10%	5%	-4%	26%&-7%
#29 COc1cccc(Cn2nnc(C(=O)NCc3ccc4c(c3)OCO4)c2N)c1
 : -7%	-5%	2.6%	nt	-21%	5%	-2%	4%
#30 COC(=O)c1ccc(Nc2cc(C)nc3nc(C)nn23)cc1
 : 7%	2%	-3.2%	-4%	-11%	-4%	14%	7%
#31 O=C(Nc1ccc(NC(=O)C2CC2)nc1)c1ccncc1
 : 8%	2%	?	-1%	-9%	8%	-5%[46.1 µM]	?
#32 CCC(C)(C)NC(=O)/C=C/c1cnc2ccccc2n1
 : 5%	-2%	0.0%	3%	-2%	8%	0%	2%
#33 CCCc1c(C)nc2ccc(OC)cc2c1SCCC(=O)O
 : 0%	10%	0.0%	7%	-1%	-2%	-20%	-3%
#34 Clc1ccc(-c2nn3cnnc3s2)c(Cl)c1
 : -1%	9%	-1.1%	-7%	-5%	6%	-9%[46.1 µM]	3%
#35 CSc1cccc(NC(=O)C(C)NS(=O)(=O)c2ccc(F)cc2)c1 (stereo unspecified)
 : ?	-6%	0.0%	-1%	-9%	4%	-23%[46.1 µM]	-1%
#36 O=C(CSc1nnc(-c2cccnc2)n1Cc1ccco1)c1ccc2ccccc2c1
 : -13%	7%	1.5%	2%	-15%	-11%	-17%[46.1 µM]	?
#37 c1cncc(CNc2ncnc3sc4c(c23)CCC4)c1
 : 3%	-1%	-1.3%	-2%	-5%	-16%	5%	-7%
#38 CCN(CC)CCOC(=O)c1c(C)n(C)c2ccc(OC)cc12
 : 14%	7%	-1.1%	5%	1%	-3%	-1%[46.1 µM]	20%
#39 Cc1cc(C(=O)COc2ccc(Cl)cc2Br)c(C)n1C
 : 3%	-10%	-1.3%	-8%	-22%	7%	-38%	?
#40 Cc1csc(NC(=O)C2CCCO2)n1 (stereo unspecified)
 : -4%	-2%	-0.8%	-1%	3%	-1%	-5%[46.1 µM]	1%

Two of these compounds, set out differently.
No.	SMILES	GAA inh	GLA spleen mod	Epigenetic reg	GAA spleen mod	Tau fluor counter	GAA glycogen	NPSR antagonist	ALDH1A1 block
33	CCCc1c(C)nc2ccc(OC)cc2c1SCCC(=O)O	0%	10%	0.0%	7%	-1%	-2%	-20%	-3%
26	COc1ccccc1/C=N/NC(=O)CC(=O)NC1CCCCC1	6%	4%	-0.3%	-25%	-8%	3%	4%	7%

Remaining list, next part:
Below each compound: GAA inh	GLA spleen mod	Epigenetic reg	GAA spleen mod	Tau fluor counter	GAA glycogen	NPSR antagonist	ALDH1A1 block
#41 CCOC(=O)C(=CNc1cc(C(F)(F)F)ccc1N1CCOCC1)C(=O)OCC
 : nt	-1%	-1.1%	2%	-9%	0%	?	nt
#42 C=CCNc1nc(N2CCCCC2)c(C#N)c2c1CN(Cc1ccccc1)CC2
 : -1%	0%	-2.4%	5%	-23%	-22%	-26%[46.1 µM]	?
#43 CC1CCN(CCCNC(=O)c2cc3sccc3n2C)CC1
 : -1%	-5%	1.1%	-7%	-4%	1%	-2%[46.1 µM]	6%
#44 Cc1cccc(-c2noc(CN(C(C)C)S(=O)(=O)c3ccc(F)cc3)n2)c1
 : ?	18%	-1.1%	-5%	-25%	-5%	-29%[46.1 µM]	-12%
#45 O=C(Nc1ccc(OC(=O)c2ccco2)cc1)c1ccco1
 : -2%	0%	-0.8%	5%	-1%	3%	11%[46.1 µM]	3%
#46 CCOc1ccc(NC(=O)CSc2nc(N)c(-c3ccccc3)c(=O)[nH]2)cc1
 : 2%	4%	-1.6%	-17%	0%	-19%	11%	?
#47 Nn1c(=O)[nH]c2ccccc2c1=O
 : -8%	-7%	-2.0%	4%	8%	8%	-18%	?
#48 Cc1csc(SCC(=O)NC23CC4CC(CC(C4)C2)C3)n1
 : ?	1%	-4.1%	6%	-7%	6%	-13%[46.1 µM]	3%

In the list so far, these contain an aryl methoxy group.
Below each compound: GAA inh	GLA spleen mod	Epigenetic reg	GAA spleen mod	Tau fluor counter	GAA glycogen	NPSR antagonist	ALDH1A1 block
#9 COc1ccc(S(N)(=O)=O)cc1C(=O)NCC1(N2CCCCC2)CCCCC1
 : 0%	-7%	11%	-4%	4%	18%	-5%[46.1 µM]	-7%
#11 COc1ccccc1N1CCN(C(c2ccc(C)cc2)c2nnnn2C(C)C)CC1 (stereo unspecified)
 : -4%	-2%	0.0%	-3%	-9%	-11%	-20%[46.1 µM]	6%
#12 COc1ccccc1OCC(=O)Nc1ccc2c(c1)n(C)c(=O)n2C
 : -2%	3%	-1.1%	1%	-8%	0%	23%	9%
#26 COc1ccccc1/C=N/NC(=O)CC(=O)NC1CCCCC1
 : 6%	4%	-0.3%	-25%	-8%	3%	4%	7%
#29 COc1cccc(Cn2nnc(C(=O)NCc3ccc4c(c3)OCO4)c2N)c1
 : -7%	-5%	2.6%	nt	-21%	5%	-2%	4%
#33 CCCc1c(C)nc2ccc(OC)cc2c1SCCC(=O)O
 : 0%	10%	0.0%	7%	-1%	-2%	-20%	-3%
#38 CCN(CC)CCOC(=O)c1c(C)n(C)c2ccc(OC)cc12
 : 14%	7%	-1.1%	5%	1%	-3%	-1%[46.1 µM]	20%

Screens from PubChem.
